# High-throughput results: PubChem BioAssay, Broad Institute
# LGR2 inh: inhibitors of bursicon-induced Drosophila LGR2 receptor cAMP signaling. actives 0.35% (n = 380,000). inhibition, % at 9.99 µM. HEK293 LGR2, CRE-luciferase, bursicon-stimulated, 4 h;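 active means drop in luminescence signal, shown as inhibition above about 50% in the replicate tests, limit read from the data, passing the limit was not always enough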;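 further: agonist challenge used bursicon conditioned medium at about half maximal strength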
# ERAP1 inh: blocks human ERAP1 aminopeptidase activity | inhibition, % at 10.7 µM | recombinant ERAP1, Leu-AMC fluorescence, 60 min | Q9NZ08 | actives 0.15% (n = 340,000);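 active means mean replicate inhibition of at least 30%, or all replicates individually reaching that 30% level; inactive means mean below 30% and not every replicate reaching it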;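 further: 0% = neutral control wells and 100% = L-leucinethiol positive control wells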
# Target sequence (Q9NZ08 whole entry, looked up): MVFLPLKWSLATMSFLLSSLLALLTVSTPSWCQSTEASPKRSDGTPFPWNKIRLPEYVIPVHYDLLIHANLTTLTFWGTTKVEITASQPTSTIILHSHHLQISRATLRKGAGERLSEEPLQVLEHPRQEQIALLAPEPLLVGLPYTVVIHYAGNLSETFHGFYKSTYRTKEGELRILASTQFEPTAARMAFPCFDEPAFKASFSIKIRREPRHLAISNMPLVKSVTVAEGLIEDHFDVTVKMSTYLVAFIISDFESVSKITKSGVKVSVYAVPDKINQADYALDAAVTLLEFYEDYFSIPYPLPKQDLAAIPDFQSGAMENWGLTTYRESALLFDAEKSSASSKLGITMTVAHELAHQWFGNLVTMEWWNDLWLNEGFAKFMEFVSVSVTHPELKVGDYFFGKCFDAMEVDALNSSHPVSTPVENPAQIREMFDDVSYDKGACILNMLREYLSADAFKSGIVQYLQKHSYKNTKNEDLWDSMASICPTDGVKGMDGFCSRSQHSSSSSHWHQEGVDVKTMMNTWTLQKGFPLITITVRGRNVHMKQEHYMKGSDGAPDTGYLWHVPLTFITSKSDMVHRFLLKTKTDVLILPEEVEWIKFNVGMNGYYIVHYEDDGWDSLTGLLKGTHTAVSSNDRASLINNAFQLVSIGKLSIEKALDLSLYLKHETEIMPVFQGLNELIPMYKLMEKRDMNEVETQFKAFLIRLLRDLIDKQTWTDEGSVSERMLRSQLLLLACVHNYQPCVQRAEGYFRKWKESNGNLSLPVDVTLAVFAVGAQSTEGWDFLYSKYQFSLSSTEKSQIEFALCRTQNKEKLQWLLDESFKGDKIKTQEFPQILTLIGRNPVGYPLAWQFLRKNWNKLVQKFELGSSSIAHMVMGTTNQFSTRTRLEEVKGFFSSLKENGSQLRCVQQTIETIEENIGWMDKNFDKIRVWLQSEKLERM
# PGC1a acetyl inh: lowers PGC1a acetylation signal in U2OS cells | actives 0.17% (n = 350,000) | inhibition, % at 15.6 µM | AlphaScreen anti-acetyl-lysine; with virally co-expressed GCN5 acetyltransferase;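 active means every replicate shows inhibition of at least 40%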;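 further: 0% = neutral control wells and 100% = positive control wells; some results beyond the cut were filed as inactive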
# Cneo AK release: Cryptococcus neoformans lysis via adenylate kinase release | actives 0.2% (n = 360,000) | lysis activity, % at 15 µM | C. neoformans lysis, adenylate kinase release luminescence, 4 h; normalised: neutral wells 0, clomiphene wells 100;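 active means mean lysis activity across replicates of at least 80%, whatever share of replicates individually reach that level; inactive means mean lysis activity below 80%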
#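 Schedule: static 4 h at 37 °C with compound, 1 h detection; system: C. neoformans cells; benchmarks: Clomiphene as positive control; buffer or medium: fresh YPD medium; measure: luminescence rise reflecting yeast cell lysis; measured by: luminescent adenylate kinase detection reagent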
# XiGFP reactiv: activators of X-chromosome reactivation in mouse fibroblasts. actives 0.055% (n = 360,000). XiGFP mouse fibroblasts, % GFP-positive cells imaging, 3 d; cells co-treated with 5-aza-dC sensitizer; scaled so ellipticine positive control = 100%. activation, % at 7.58 µM. AID 743238;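 active means mean normalized replicate activation at least 10% and every replicate at or above 10%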;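 further: 0% = median of on-plate neutral control wells and 100% = ellipticine 6 µM median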
#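 Schedule: 3 d treatment, 15 min room-temperature fixation; system: 68-5-11 XiGFP fibroblast line; buffer or medium: DMEM plus 5-aza-dC sensitizer; control set: ellipticine 6 µM positive control; compound: one concentration, pinned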
# S100A4 MyoIIA: blocks human S100A4 binding to myosin IIA peptide. P26447. S100A4/TAMRA-MyoIIA peptide fluorescence polarization. inhibition, % at 10.7 µM. actives 0.14% (n = 360,000). AID 652163;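 active means mean inhibition of at least 70% across replicates, with every replicate also reaching that level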
# Target sequence (P26447 whole entry, looked up): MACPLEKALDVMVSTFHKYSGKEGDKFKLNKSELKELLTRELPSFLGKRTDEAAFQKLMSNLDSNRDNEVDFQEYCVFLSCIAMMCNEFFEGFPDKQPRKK
#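 incubation = readout 5 min after mixing, signal stable up to 60 min | system = S100A4 monomer protein | buffer or medium = HEPES pH 7.2 with CaCl2, KCl, NaCl, DTT, Triton | benchmarks = neutral control DMSO, positive control TFP | also added = fluorescent myosin IIA peptide, 5 nM | compound dosing = one concentration per compound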
# SIRT5 block: sirtuin-5 (human) deacylase inhibition; Q9NXA8; Purified SirT5, succinyl-peptide AMC, trypsin-coupled fluorescence; inhibition, % at 15 µM; actives 1.1% (n = 330,000); AID 652115; in the data active means inhibition above about 15%
# C2C12 statin: protects C2C12 myotubes from simvastatin toxicity. ATP luminescence, 48 h; scaled: DMSO 0, geranylgeraniol control 100. rescue of ATP level, % at 7.49 µM. actives 0.78% (n = 330,000). AID 602340;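 active means mean ATP rescue above about 67%, or every replicate alone reaching that limit, limit read from the data, passing the limit was not always enough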;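 further: myotubes were challenged with 10 µM simvastatin during compound exposure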
# Numbers without * were called inactive; · = no result given; & = joins results of further samples.
SMILES,LGR2 inh,ERAP1 inh,PGC1a acetyl inh,Cneo AK release,XiGFP reactiv,S100A4 MyoIIA,SIRT5 block,C2C12 statin
CCCCC(CCCCl)C(=O)Nc1ccccc1 (centres undefined),·,2.5,·,·,0.1,-0.9,-4.5,·
C=CCN=C1CC(C)(C)C(C(=O)OC)C(O)=C1C(=O)CCC (centres undefined),25.5,-2.4,-2.7,·,0.0,-3.1,-0.7,·
CC(=O)/C(=C\N(C)C)Sc1ccc(C)cc1,-1.6,2.2,-3.1,0.9,0.3,-2.8,-1.3,·
CC(C)N(CCn1c(SCC(=O)N2CC(=O)Nc3ccccc32)nc2ccccc2c1=O)C(C)C,-0.4,-3.8,0.7,·,0.4,0.1,-6.1,·
CCOC(=O)C1(C)CCCCCN1C(=O)c1ccccc1F (centres undefined),11.3,0.6,-8.1,-5.3,0.5,-5.6,0.1,-1.2
CCSc1ccccc1C(=O)Nc1nc2ccccc2c(=O)[nH]1,-4.8,0.6,7.3,·,0.0,-2.1,-1.8,·
CN1C(=O)c2cc(NC(=O)c3cccc(C(F)(F)F)c3)ccc2OC[C@H]2O[C@@H](CC(=O)O)CC[C@H]21,7.1,-3.3,·,0.5,0.1,-5.4,0.8,0.4
COc1cc(CNCc2cccc3ccccc23)cc(OC)c1,-2.1,0.1,2.5,2.6,0.2,3.6,1.3,-4.4
C[C@@H]1CN([C@@H](C)CO)C(=O)CCCn2nncc2CO[C@H]1CN(C)Cc1cccc(O)c1,1.8&0.4,7.8&-3.1,-4.2&-1.5&-4.2,2.4&-0.3&1.4,-0.1&0.7,4.3&-2.3&-5.3,-2.3&-0.6&-3.6,6.1&3.5&3.5
Cc1ccc(NC(=O)CCNC(=O)c2ccccc2Cl)nc1,-0.8,-0.7,-2.4,9.2,0.0,2.7,-5.3,5.9
CCCCn1c(N)c(N(Cc2ccccc2OC)C(=O)C(C)Oc2ccc(Br)cc2)c(=O)[nH]c1=O (centres undefined),-3.4,2.7,3.4,0.3,0.2,0.1,-0.4,9.6
COc1ccccc1/C=C1\SC(=S)N(Nc2nc(C)cc(C)n2)C1=O,1.8,·,-90.6,-0.5,·,·,·,-20.4
COC(=O)c1cc2c(c3c4cc(C)ccc4n(S(=O)(=O)c4cccc(C)c4)c13)C(=O)N(C)C2,-10.0,-4.9,·,·,-0.1,-2.9,·,·
CC(C)NC(=O)N(C)C[C@@H]1OCc2ccccc2-c2c(n(C)c3ccccc23)C(=O)N([C@H](C)CO)C[C@H]1C,-2.1,-3.5,-1.5,4.4,0.1,-0.5,9.3,1.4
COc1ccc(NC(=O)COc2ccc(C(=O)NCc3cccnc3)cc2OC)cc1,14.6,2.9,-5.1,4.0,0.1,-5.2,1.1,13.3
Cc1nc(NC(=O)C2CC2)sc1C(=O)NC1CCCCC1,-8.8,1.5,-2.6,·,0.0,-3.8,-2.6,·
CCCC(=O)NC(c1ccccc1)c1ccc2cccnc2c1O (centres undefined),·,0.2,33.5,-7.3,1.1,24.9,-0.5,-37.5
CCN(Cc1ccccc1)C(=O)c1cc2cc(OC)c(OC)cc2[nH]1,3.5,-1.6,-1.0,-3.3,0.3,0.5,0.1,10.7
Cc1onc(-c2ccccc2)c1C(=O)OCC(=O)N(C)c1c(N)n(Cc2ccccc2)c(=O)[nH]c1=O,5.1,2.8,·,2.7,0.0,-1.1,-0.7,2.5
C[C@H](O)C#Cc1ccc2c(c1)O[C@H](CN(C)C(=O)CC1CC1)[C@H](C)CN([C@@H](C)CO)S2(=O)=O,3.5,2.5,-0.4,12.2,-0.4,12.8,2.1,-10.6

# 4 entries drawn at random from those above, as already listed:
SMILES,LGR2 inh,ERAP1 inh,PGC1a acetyl inh,Cneo AK release,XiGFP reactiv,S100A4 MyoIIA,SIRT5 block,C2C12 statin
COC(=O)c1cc2c(c3c4cc(C)ccc4n(S(=O)(=O)c4cccc(C)c4)c13)C(=O)N(C)C2,-10.0,-4.9,·,·,-0.1,-2.9,·,·
Cc1nc(NC(=O)C2CC2)sc1C(=O)NC1CCCCC1,-8.8,1.5,-2.6,·,0.0,-3.8,-2.6,·
CCCC(=O)NC(c1ccccc1)c1ccc2cccnc2c1O (centres undefined),·,0.2,33.5,-7.3,1.1,24.9,-0.5,-37.5
CC(C)NC(=O)N(C)C[C@@H]1OCc2ccccc2-c2c(n(C)c3ccccc23)C(=O)N([C@H](C)CO)C[C@H]1C,-2.1,-3.5,-1.5,4.4,0.1,-0.5,9.3,1.4

# (cont.)
SMILES,LGR2 inh,ERAP1 inh,PGC1a acetyl inh,Cneo AK release,XiGFP reactiv,S100A4 MyoIIA,SIRT5 block,C2C12 statin
COC(=O)C(=C/C=C/c1cccnc1)C(=O)OC,·,1.1,·,6.3,-0.1,0.1,2.8,6.2
Cc1noc(C)c1NC(=O)N(C)C[C@@H]1OCCCC[C@@H](C)Oc2ccc(NC(=O)Nc3ccc(C(F)(F)F)cc3)cc2C(=O)N([C@H](C)CO)C[C@@H]1C,-5.0,-2.9,5.0,-1.6,0.0,-20.5,2.8,-12.2
C[C@@H](NC(=O)[C@@H]1[C@@H](CO)[C@@H]2Cn3c(cccc3=O)[C@H]1N2Cc1cccnc1)c1ccccc1,2.4,3.1,·,1.2,0.4,9.7,-0.3,0.4
CCN1C[C@@H]2[C@@H]3C(=O)N(Cc4ccccc4)C(=O)[C@@H]3[C@](C)(C1=O)N2C(=O)c1ccc(F)cc1,3.6,·,-0.1,0.2,0.2,·,·,3.5
CCN1C(=O)[C@H]2[C@@H](c3ccc(C)cc3)N3C(=O)N(c4ccc(C(F)(F)F)cc4)C(=O)[C@@]3(CC)[C@H]2C1=O,-2.8,-3.4,2.7,-0.9,-0.2,-2.4,-0.8,27.0
O=C(CN1CCCC1c1cccs1)Nc1cccc(S(=O)(=O)N2CCCC2)c1 (centres undefined),13.9,-3.4,·,-1.0,0.0,-2.9,-16.1,1.0
CC(=O)c1ccc(N2CCN(C(=O)C(=O)c3cn(CC(=O)N4CCCCCC4)c4ccccc34)CC2)cc1,13.8,0.2,·,3.9,1.2,-1.0,1.5,-0.2
N#Cc1ccc(-c2csc(NNC(=O)c3ccccc3)n2)cc1,-1.3,·,1.3,-0.6,·,·,·,41.6
Cc1cc(C)cc(NC(=S)N(C)C)c1,15.1,3.7,-6.6,9.9,0.2,1.4,-1.8,-3.3
CCN(CC)CCOc1ccc2c(c1)C(=NO)c1cc(OCCN(CC)CC)ccc1-2,7.2,·,39.8,1.1,·,·,·,-453.6
C[C@H](CO)N1C[C@H](C)[C@@H](CN(C)C(=O)Nc2ccccc2)Oc2ncc(Br)cc2C1=O,-7.9,0.8,8.3,55.4,-0.6,-1.8,-0.1,12.4
O=C(NC1(O)C(=O)c2ccccc2C1=O)c1c(Cl)cccc1Cl,·,·,-4.2,-2.6,0.0,7.7,-2.8,·
O=C(CCc1ccc(S(=O)(=O)NCCc2ccccc2)cc1)Nc1ccc2c(c1)OCCO2,12.3,-1.7,·,-3.5,0.0,2.2,-3.3,·
COc1ccc(CC(=O)NNS(=O)(=O)c2cccc([N+](=O)[O-])c2)cc1OC,4.4,-1.7,0.0,3.6,0.0,-1.0,-7.2,-5.5
CCN(C(=O)c1cc(S(=O)(=O)N2CCc3ccccc32)cn1C)c1ccccc1,1.4,0.6,-22.8,3.4,-0.1,21.4,-14.0,7.1
CN1CCN(NC(=O)c2cccc(S(=O)(=O)N3CCCCCC3)c2)CC1,-5.1,0.0,-2.1,3.6,0.1,-4.6,-2.8,2.4
COc1ccc(CN(C)C[C@H]2Oc3c(NS(=O)(=O)c4ccc(F)cc4)cccc3C(=O)N([C@H](C)CO)C[C@@H]2C)cc1,9.5,2.9,-5.5,-2.9,0.2,11.2,-5.4,39.7
COc1ccc(OCC(O)CN2CCC(CN3C(=O)c4cccc5cccc(c45)C3=O)CC2)cc1 (centres undefined),17.9,1.8,-8.0,·,0.0,3.6,-5.8,·
CCOc1ccc(Nc2nc(Cc3nnc(SCC(=O)NC4CCCC4)n3C)cs2)cc1,3.5,0.6,-1.1,-0.8,·,1.3,-2.8,33.9
OC[C@H]1[C@@H](c2ccc(C#Cc3ccccc3F)cc2)[C@H]2CN(Cc3cncnc3)CCCCN21,0.7,·,0.2,3.8,0.0,-8.5,1.4,10.5
C[C@H]1CCCCO[C@@H](CN(C)C(=O)Nc2ccccc2)[C@@H](C)CN([C@@H](C)CO)C(=O)c2cc(NS(=O)(=O)c3ccc(Cl)cc3)ccc2O1,10.2,1.9,-4.0,0.8,0.0,-5.1,0.5,·
Cc1ccc[n+](C(C)C(=O)c2ccc(Cl)cc2)c1 (centres undefined),-5.3,-1.2,-5.3,2.4,0.0,-2.6,-0.8,-4.8
CCS(=O)(=O)NCC[C@@H]1CC[C@@H](NS(=O)(=O)c2cccc(F)c2)[C@@H](CO)O1,15.4,0.9,0.3,98.3*,-0.4,9.6,2.0,-2.6
Cc1ccc(NNC(=O)c2c(F)cccc2Cl)cc1C,7.7,·,0.0,·,0.2,0.7,·,·
COc1ccc(C(=O)C2CCCN(C(=O)c3cccc(Cl)c3F)C2)cc1OC (centres undefined),2.0,0.8,-1.0,0.9,0.0,-1.5,-9.5,-2.8
COc1ccccc1/C=C1/SC(=O)N(CCC(=O)Nc2ccc(S(=O)(=O)Nc3nccs3)cc2)C1=O,9.5,3.9,·,·,0.0,-4.1,6.6,·
C[C@H](CO)N1C[C@H](C)[C@@H](CN(C)Cc2ccc(C(=O)Nc3ccccc3N)cc2)Oc2c(NC(=O)Nc3ccc(F)cc3)cccc2C1=O,-46.7,1.1,-10.5,·,0.3,4.9,·,·
C=C(C)CNC(=O)c1ccc(OC2CCN(C(=O)COC)CC2)cc1,-2.3,-2.9,·,-0.6,0.0,2.3,0.6,1.0
O=C(NCCNc1nccc(C(F)(F)F)n1)c1cccs1,-3.7,·,5.7,1.0,0.3,21.3,-1.9,-5.1
COc1ccc(NC(=O)Nc2ccc3c(c2)[C@@H]2C[C@@H](CC(=O)NCc4ccccn4)O[C@H](CO)[C@@H]2O3)cc1,-13.9,-0.6,-1.3,22.9,0.6,-0.1,0.4,-0.6
COc1ccc(S(=O)(=O)Nc2ccc3c(c2)CC(=O)N([C@@H](C)CO)C[C@@H](C)[C@@H](CN(C)S(=O)(=O)c2ccc(F)cc2)O3)cc1,-10.4,·,-3.8,40.1,0.0,·,·,-6.5
O=C(NN=C1C2CC3CC(C2)CC1C3)c1cccs1,3.3,-1.4,-14.5,1.8,·,-1.9,·,0.6
CCOC(=O)[C@H]1[C@H]2COc3ccc(Cl)cc3[C@@H]2N2C(=O)CN(Cc3ccc(OC)cc3)C(=O)[C@@]12C,-5.9,·,·,1.0,0.0,-2.4,·,-6.0
CC(=O)c1cccc(NC(=O)CCc2nnc3ccc(N4CCN(C)CC4)nn23)c1,-1.8,-4.0,-15.1,0.8,0.0,-5.6,-6.0,2.6
O=C(O)CCCCCCCCc1cn(Cc2ccc(C(=O)c3ccccc3)cc2)nn1,11.4,-12.3,-2.8,1.4,0.0,15.6,·,·
O=C1NN(c2ccccc2)C(=O)/C1=C/c1ccc(-c2ccc(C(=O)O)cc2)o1,2.0,2.9,·,-10.3,0.0,-3.3,23.9*,19.8

# An excerpt (hit frequency here may not be typical).
